TDP1 cell noCPT: qHTS for Inhibitors of human tyrosyl-DNA phosphodiesterase 1 (TDP1): qHTS in cells in absence of CPT; DT40 Tdp1-/- hTDP1 cells, no CPT, ATP luminescence, 48 h; Potency, µM (series often up to 46.2 µM), for the others: at the highest dose activity change, negative = growth inhibition, hits mostly inhibitors; 15% of 420,000 active; active means well fitted inhibition curve with a large enough effect; inconclusive means small, poorly fitted or top-dose-only effect; further: nearly all actives have a fitted effect of over 55% in size
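Readout: luminescence from CellTiter-Glo after 30 min in the dark at RT. Cells: DT40 Tdp1-/- with stable hTDP1, 400/well. Exposure: compounds alone, ≥48 hr, 37 °C.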
* marks the source's active call; other numbers are inactive results; u = inconclusive; & = joins results of further samples. On the % scale 0 is the no-effect control and ±100 the full control effect; potency means the concentration at half of the fitted maximal effect. Some of the compounds tested. The share of hits here may be higher or lower than overall.

entry	SMILES	TDP1 cell noCPT
1	Nc1nc2ccccc2n1S(=O)(=O)c1ccc(Cl)cc1	u
2	COC(=O)c1sc(N)nc1CCNC(=O)OC(C)(C)C	-9.8%
3	Nc1ccn([C@@H]2O[C@H](CNCc3ccc(OCC(=O)Nc4nccs4)cc3)[C@@H](O)[C@H]2O)c(=O)n1	5.8%
4	CC(=O)C1=CCC(c2ccccc2)N(S(=O)(=O)c2ccc(Cl)cc2)C1 (configuration not stated)	14.6µM*
5	Cc1ccc(C(=O)Nc2ncccc2C)o1	-3.2%
6	Cc1ccc(C(=O)OCC(=O)NCc2ccc(Cl)cc2Cl)o1	-20.7%
7	C[C@@H]1CN([C@H](C)CO)C(=O)c2cc(-c3ccccc3)cnc2O[C@@H]1CN(C)C(=O)C1CCOCC1	-20.1%
8	CCCNC(=O)C1(C)CCN(Cc2ccc(Cl)c(Cl)c2)C1 (configuration not stated)	20.6µM*
9	OCC(CO)N[C@H]1C[C@](O)(CO)[C@@H](O)[C@H](O)[C@H]1O	u
10	CCCCc1c(-c2ccccc2OC)ncn1CCc1cccc(OC)c1	18.4µM*
11	CCC1CN(CCNC(=O)C2CCCCN2C)Cc2cc(OC)ccc2O1 (configuration not stated)	-7.2%
12	CCCOC(=O)c1cccc(Nc2nc(C(=O)OCC)nc3ccccc23)c1	13µM*
13	CCOC(=O)Cc1ccc(Nc2nc(NCCOC)nc3ccsc23)cc1	14.6µM*
14	C=CCSc1nnc(NC(=O)CCNC(=O)c2ccccc2Cl)s1	-15.3%
15	CCN(CC(=O)Nc1c(F)cccc1F)C(=O)C1CCCO1 (configuration not stated)	7.7%
16	CCN(Cc1cnn(C)c1)C(=O)c1ccc2nc(Cc3ccccc3F)oc2c1	20.6µM*
17	CCc1ccc2c(c1)N(CC(C)CN(C)C)c1ccccc1S2 (configuration not stated)	15µM*
18	Nc1ccn([C@@H]2O[C@H](C(=O)N3CCN(c4ccc(Cl)cn4)CC3)[C@@H](O)[C@H]2O)c(=O)n1	16.2%
19	CCC(CC)C(=O)N(C)c1c(C)nc2c(OCc3ccc(F)c(F)c3)cccn12	20.6µM*
20	CC(=O)N(c1ccccc1C)c1ccccc1C	-14.1%
21	CCOC(=O)C(C)Sc1snnc1C (configuration not stated)	-7.1%
22	CC1(Cc2ccc(C(F)(F)F)o2)C(=O)Nc2cc(-c3ccc(F)cc3F)ccc21 (configuration not stated)	4.61µM*
23	COCCNC(=O)C1(C)CCN(C(=O)c2ccc(SC(F)(F)F)cc2)C1 (configuration not stated)	-14.0%
24	CCN1CCN(c2oc(-c3ccc(OC)cc3)nc2C#N)CC1	u
25	CCc1ccc(C(=O)C(C)CN2CCCCC2)cc1 (configuration not stated)	u
26	Nc1nc(Sc2ccc([N+](=O)[O-])c3nonc23)c2[nH]cnc2n1	3.26µM*
27	COc1cccc(NC(=O)Nc2ccc(F)cc2)c1	u
28	CC(C)C[C@@H]1CC2=C(C(=O)OC(C)(C)O2)[C@H](c2ccc(Cl)cc2)O1	18.4µM*
29	Cc1ccc2nc(-c3ccc(F)cc3)c(Cc3ccccn3)n2c1	u
30	CC(C)NC(=O)C1(C)CCCN1C(=O)c1ccccc1Br (configuration not stated)	0.7%

Reprinted at random: six compounds from above
entry	SMILES	TDP1 cell noCPT
18	Nc1ccn([C@@H]2O[C@H](C(=O)N3CCN(c4ccc(Cl)cn4)CC3)[C@@H](O)[C@H]2O)c(=O)n1	16.2%
26	Nc1nc(Sc2ccc([N+](=O)[O-])c3nonc23)c2[nH]cnc2n1	3.26µM*
30	CC(C)NC(=O)C1(C)CCCN1C(=O)c1ccccc1Br (configuration not stated)	0.7%
17	CCc1ccc2c(c1)N(CC(C)CN(C)C)c1ccccc1S2 (configuration not stated)	15µM*
19	CCC(CC)C(=O)N(C)c1c(C)nc2c(OCc3ccc(F)c(F)c3)cccn12	20.6µM*
21	CCOC(=O)C(C)Sc1snnc1C (configuration not stated)	-7.1%

(further entries)
entry	SMILES	TDP1 cell noCPT
31	Cc1ccccc1CC1(CO)CCCN(C(=O)c2ccoc2)C1 (configuration not stated)	u
32	Cc1cc(C)n(Cc2cccc(C(=O)NCC3Cc4cccc(-c5ncccn5)c4O3)c2)n1 (configuration not stated)	-29.3%
33	CCCCN1C(=O)C(CC(=O)NCc2cccs2)CC(C(=O)N(C(C)C)C(C)C)=C1C (configuration not stated)	-33.1%
34	Cc1cc(C)n(-c2nc3sc4c(c3c3nnc(SC(C)C)n23)CC(C)(C)OC4)n1	-27.9%
35	CC1=C(C(=O)N2CCCCCC2)CC(CC(=O)NC2CCCC2)C(=O)N1CCC1=CCCCC1 (configuration not stated)	-24.5%
36	CC1(C(=O)NS(=O)(=O)c2ccc(F)cc2F)CCN1C(=O)Cc1ccc(Cl)cc1Cl (configuration not stated)	-5.2%
37	Cc1[nH]n2c(=O)cc(-c3ccc([N+](=O)[O-])cc3)nc2c1-c1ccccc1	7.31µM*
38	Cc1cccc(C)c1-n1nnnc1C(c1cccs1)N1CCN(C/C=C/c2ccccc2)CC1 (configuration not stated)	u
39	CCCc1cc2c(cc1N(C)S(=O)(=O)c1ccccc1)OCO2	3.66µM*
40	COc1ccc(NC(=O)C[C@H]2C(=O)N(CCc3ccccc3)C[C@@H]2C)cc1	u
41	COC(=O)C1NC(=O)N2C(C(=O)OC)C(C)(C)S[C@H]12 (some centres not stated)	-0.2%&-2.5%
42	Cn1ccc2c(-c3ccc4c(c3)OCCO4)cc3c(c21)C1CCC3O1 (configuration not stated)	-29.6%
43	CCc1nc2ccc(C(=O)NCc3ccc(OC)cc3)cn2c1N(CC)CCN(C)C	-13.8%
44	CC(C)Cc1nnc(NC(=O)c2ccc(-n3cncn3)c([N+](=O)[O-])c2)s1	0.8%
45	COc1ccccc1Cc1c(-c2cccc(Br)c2)nc2c(C)cc(Br)cn12	23.1µM*
46	O=C(NCCc1ccccc1)c1ccc(NC(=O)C2CCC2)cc1	-10.1%
47	Cc1ccc(CNc2nc(NC(C)C)nc3ccsc23)c(C)c1	u
48	C[C@H]1Cn2cnc(C(=O)Nc3cccc(Cl)c3)c2C(=O)N1	11.6µM*
49	C/C(=N/NC(=O)c1nnn(-c2nonc2N)c1CSc1ccc(C)cc1)c1ccncc1	-28.3%
50	COCC1CCCCN1C(=O)c1cc(COc2ccc(C)c(C)c2)on1 (configuration not stated)	20.6µM*
51	CCC1(C)COC(c2ccc3c(c2)OCO3)OC1 (configuration not stated)	-25.7%
52	Nc1nc2c(ncn2-c2ccccc2)c(=O)[nH]1	1.7%
53	O=C(Nc1cccc(Br)c1)C1CC(=O)N(C2CCCC2)C1 (configuration not stated)	-7.2%
54	O=C1c2ccccc2C(=O)N1CCC(=O)N1CCc2ccccc21	-3.7%
55	COC(=O)C[C@H]1C=C[C@@H](NC(=O)Nc2c(C)noc2C)[C@@H](CO)O1	3.2%
56	O=C(NC1CCCC1)C1c2ccccc2OCC(=O)N1CCCN1CCOCC1 (configuration not stated)	-26.8%
57	Cc1cc2c(c(-c3cnccn3)c1)OC(CNC(=O)c1ccccc1C(F)(F)F)C2 (configuration not stated)	-10.0%
58	Cc1ccc2nc(-c3ccc(NC(=O)COc4c(C)ccc(C)c4C)cc3)sc2c1	u
59	COc1ccc(C(C(=O)NC(C)(C)C)n2c(-c3ccc(=O)[nH]c3)nc3ccccc32)cc1 (configuration not stated)	8.2µM*
60	C=C1CCN([C@@H](CC(C)C)C(=O)N2CCOCC2)S(=O)(=O)c2ccccc21	-6.7%
61	O=C(Oc1ccc(-c2nnco2)cc1)c1cc(S(=O)(=O)N2CCOCC2)ccc1F	-27.2%
62	O=C(NN(C(=O)c1ccccc1)c1cccs1)c1ccccc1	u
63	COc1ccc(-c2ccccc2)cc1NC(=O)c1ccncc1	-21.4%
64	COc1ccc(NC(=O)c2c(NC(=O)COc3ccccc3)sc3c2CCCCC3)cc1	-7.4%
65	COC(=O)[C@H]1C[C@@]2(O)CN(S(=O)(=O)c3ccc(C)cc3)C[C@@]2(OC(=O)NCC2CCCCC2)C[C@H]1C(=O)OC	u
66	O=C(NCc1cccs1)c1cc(-c2ccccc2)nn1CC1CC(c2cccc([N+](=O)[O-])c2)=NO1 (configuration not stated)	14.6µM*
67	CCOC(=O)Nc1c(Cl)[nH]c(=O)n(C)c1=O	-14.1%
68	CCCCNC(=O)C1(C)CCN1C(=O)c1ccc2c(c1)C(C)(C)CCC2(C)C (configuration not stated)	13µM*
69	CC(=O)Nc1cccc(-c2ccnc3c2CC(C)(C(=O)NCCN(C)C)O3)c1 (configuration not stated)	-3.1%
70	C[C@@H]1Cn2cnc(C(=O)Nc3ccccc3)c2C(=O)N1	-10.2%
71	COc1ccc([C@H]2CC(=O)C[C@@H](CCn3cc(-c4ccccn4)nn3)O2)cc1	-26.3%
72	COC(=O)C/C=C/N(Cc1ccccc1OC)S(=O)(=O)CCl	-4.2%
73	COc1ccc(C(NC(=O)C2CCN(CCOc3ccccc3)CC2)c2ccccn2)cc1 (configuration not stated)	-7.3%
74	O=c1cc(CN2CCCCCCC2)c2c(ccc3ccccc32)o1	u
75	O=C1CCC[C@@H]2C=C[C@H](c3ccc(Br)cc3)[C@H]3CCN1[C@@H]32	18.4µM*
76	CCC(c1nnnn1-c1ccc2c(c1)OCCO2)N1CCN(c2ccc(C(F)(F)F)cn2)CC1 (configuration not stated)	u
77	CC1CCN(C(=O)Cn2cc(S(=O)(=O)CC(=O)N3CCOCC3)c3ccccc32)CC1	-3.9%
78	CCCCN1CC(COCc2ccccc2)Oc2cc(Br)ccc2S1(=O)=O (configuration not stated)	u
79	CC1(C)CNC(=S)N1Cc1ccccc1	-2.1%
80	CC1C(=O)N(Cc2cn(CCC3OCCO3)nn2)CCS(=O)(=O)N1Cc1ccc(-c2ccncc2)cc1 (configuration not stated)	-1.5%
81	CC(=O)NC(C)(c1ccccc1)c1nc(/C=C/c2ccccc2)cs1 (configuration not stated)	16.4µM*
82	CC1OC(CCc2cccc(Cl)c2)Cc2[nH]c(=S)[nH]c(=O)c21 (configuration not stated)	25.9µM*
83	O=C(OCc1cn([C@@H]2CN(C(=O)c3cccs3)[C@@H](c3ccc(Cl)cc3)C[C@H]2O)nn1)c1ccccc1	u
84	CC(C)(C)NC(=O)C(C1CC1)n1c(=O)c(-c2ccccc2)nc2ccccc21 (configuration not stated)	u
85	O=C(NCc1ccco1)c1ccc2sc([C@@H]3O[C@H](CO)[C@@H](O)[C@H]3O)nc2c1	-13.3%
86	CCOC1=C2CN(S(=O)(=O)c3ccc(C)cc3)[C@H](c3cccs3)C[C@H]2[C@H]2C(=O)N(c3ccccc3)C(=O)[C@H]2C1	-26.4%
87	O=C(NC1CCCC1)C(c1ccco1)N1CCC(O)(c2ccc(Cl)cc2)CC1 (configuration not stated)	18.4µM*
88	CCO[C@H]1OC(C(=O)NCc2nc3ccccc3[nH]2)=C[C@@H](c2cn(C(C)=O)c3ccccc23)[C@@H]1CCCO	18.4µM*
89	Cc1nc2c(=O)[nH]c(=S)[nH]c2[nH]c1=O	12.7%
90	O=C1c2ccccc2C(=O)N1Cc1nc2ccccc2c(=O)n1CCN1CCOCC1	-7.7%

Following part.
entry	SMILES	TDP1 cell noCPT
91	Cc1ccc(-c2csc(/C=C3/SC(C)C(=O)N3CC(=O)Nc3ccccc3F)n2)cc1 (configuration not stated)	u
92	CCC(C)[C@H]1CNC(=O)C(=O)N1CCCCC1CCCCC1 (some centres not stated)	-27.5%
93	CC(C)CC1C(=O)N(Cc2cn(CCC3OCCO3)nn2)CCS(=O)(=O)N1Cc1ccc(-c2ccccc2)cc1 (configuration not stated)	20.6µM*
94	CCCCCOc1cccc(C2C(C(=O)c3cccs3)=C(O)C(=O)N2CCN2CCOCC2)c1 (configuration not stated)	-10.9%
95	COc1ccc(C(=O)/C(Br)=C\C(=O)O)cc1	u
96	COc1c(C(=O)Nc2ccccc2N2CCOCC2)cc2ccccc2c1Br	23.1µM*
97	CC(=C1SC(=S)NC1=O)c1ccccc1	-2.0%
98	O=C1c2ccccc2-c2cc(Br)ccc2NC1O (configuration not stated)	u
99	CC1(C(=O)NS(=O)(=O)c2ccccc2)CCN1C(=O)CC(c1ccccc1)c1ccccc1 (configuration not stated)	u
100	C[C@@H]1CN([C@@H](C)CO)S(=O)(=O)c2ccc(Br)cc2O[C@@H]1CN(C)C(=O)c1ccc(F)cc1	u
101	CN(Cc1ccccn1)C(=O)c1cc(COc2ccc(F)cc2Cl)on1	23.1µM*
102	O=C(NC(Cc1c[nH]c2ccccc12)C(=O)O)OCC1c2ccccc2-c2ccccc21 (configuration not stated)	7.4%
103	O=C(Nc1cccc2cccnc12)c1ccc2sc([C@H]3C[C@H](O)[C@@H](CO)O3)nc2c1	u
104	CN(C)c1ccc(N=Cc2ccnc3ccccc23)cc1	11.2µM*
105	COc1ccc(C2=Nc3ccccc3C2(O)CCN2C(=O)c3ccccc3C2=O)cc1 (configuration not stated)	-22.6%
106	COc1ccc(CNC(=O)COC(=O)C2=Cc3ccccc3OC2)cc1	-21.4%
107	COc1ncnc2c1ncn2CCCN[C@H](C)c1cccc2ccccc12	1.3%
108	COC[C@H]1CCCN1c1ccc2c(c1)O[C@@H](COCc1ccccc1)CN([C@@H](C)c1ccccc1)S2(=O)=O	7.31µM*
109	COc1ccc(C2C=C(c3ccc(F)cc3)Nc3nc(-c4ccc(Cl)cc4)nn32)cc1 (configuration not stated)	u
110	COc1ccc(CCNC(=O)Cc2cc3c(cc2[N+](=O)[O-])OCO3)cc1OC	2.0%

Rewritten as labelled records: three of the compounds above.
#106 COc1ccc(CNC(=O)COC(=O)C2=Cc3ccccc3OC2)cc1
- TDP1 cell noCPT = -21.4%

#107 COc1ncnc2c1ncn2CCCN[C@H](C)c1cccc2ccccc12
- TDP1 cell noCPT = 1.3%

#108 COC[C@H]1CCCN1c1ccc2c(c1)O[C@@H](COCc1ccccc1)CN([C@@H](C)c1ccccc1)S2(=O)=O
- TDP1 cell noCPT = 7.31µM*

High-throughput results (PubChem BioAssay)
